Source: PubChem BioAssay (Sanford-Burnham Center for Chemical Genomics)
SENP7 block: SENP7 protease inhibitors, primary screen, biochemical, luminescence, uHTS; AID 434973, 2010; Sentrin-specific protease 7 (Homo sapiens), Q9BQF6; inhibition, % at 5 µM; 1.5% of 330,000 active; recombinant SENP7, Z-RLRGG-aminoluciferin luminescence, 40 min;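 active = inhibition above about 50% at the single test dose, limit read from the data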;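 also: plate controls were DMSO with enzyme for no effect and no enzyme buffer wells for full effect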
SENP8 block-1: SENP8 protease inhibitors, primary screen, biochemical, luminescence; Sentrin-specific protease 8 (Homo sapiens), Q96LD8; 1.2% of 330,000 active; purified SENP8, Z-RLRGG-aminoluciferin cleavage; AID 2540, 2010; inhibition, % at 10 µM; in the data active = inhibition above about 50%
SENP8 block-2: human SENP8 protease inhibitors, primary screen, biochemical, fluorescence, Nedd8 protein substrate, uHTS. Sentrin-specific protease 8 (Homo sapiens), Q96LD8. recombinant SENP8. inhibition, % at 20 µM. 0.64% of 360,000 active. AID 602440, 2012; in the data active = inhibition mostly above about 40%, no sharp cut-off; inactive = mostly below about 27%
SENP6 inh: SENP6 protease inhibitors, primary screen, biochemical, luminescence, uHTS; 1.8% of 330,000 active; AID 2599, 2010; Recombinant SENP6 catalytic domain, aminoluciferin luminescence; Sentrin-specific protease 6 (Homo sapiens), Q9GZR1; inhibition, % at 10 µM;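 active = inhibition above about 50% at the single tested dose, limit read from the data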;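 also: plate controls were DMSO wells with enzyme for no effect and DMSO wells lacking enzyme for full effect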
Apaf-1 inh: inhibitors of human Apaf-1 apoptosome, primary screen, biochemical, DEVD-Rh110 fluorescence, uHTS | Apoptotic protease-activating factor 1 (Homo sapiens), O14727 | reconstituted apoptosome caspase-3 activity | inhibition, % at 20 µM | 0.71% of 330,000 active | AID 489030, 2010; active = inhibition of at least 40% at 20 µM;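 also: plate controls were DMSO wells for no effect and DEVD-CHO caspase inhibitor wells for full effect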
Target sequence (O14727 whole entry, looked up): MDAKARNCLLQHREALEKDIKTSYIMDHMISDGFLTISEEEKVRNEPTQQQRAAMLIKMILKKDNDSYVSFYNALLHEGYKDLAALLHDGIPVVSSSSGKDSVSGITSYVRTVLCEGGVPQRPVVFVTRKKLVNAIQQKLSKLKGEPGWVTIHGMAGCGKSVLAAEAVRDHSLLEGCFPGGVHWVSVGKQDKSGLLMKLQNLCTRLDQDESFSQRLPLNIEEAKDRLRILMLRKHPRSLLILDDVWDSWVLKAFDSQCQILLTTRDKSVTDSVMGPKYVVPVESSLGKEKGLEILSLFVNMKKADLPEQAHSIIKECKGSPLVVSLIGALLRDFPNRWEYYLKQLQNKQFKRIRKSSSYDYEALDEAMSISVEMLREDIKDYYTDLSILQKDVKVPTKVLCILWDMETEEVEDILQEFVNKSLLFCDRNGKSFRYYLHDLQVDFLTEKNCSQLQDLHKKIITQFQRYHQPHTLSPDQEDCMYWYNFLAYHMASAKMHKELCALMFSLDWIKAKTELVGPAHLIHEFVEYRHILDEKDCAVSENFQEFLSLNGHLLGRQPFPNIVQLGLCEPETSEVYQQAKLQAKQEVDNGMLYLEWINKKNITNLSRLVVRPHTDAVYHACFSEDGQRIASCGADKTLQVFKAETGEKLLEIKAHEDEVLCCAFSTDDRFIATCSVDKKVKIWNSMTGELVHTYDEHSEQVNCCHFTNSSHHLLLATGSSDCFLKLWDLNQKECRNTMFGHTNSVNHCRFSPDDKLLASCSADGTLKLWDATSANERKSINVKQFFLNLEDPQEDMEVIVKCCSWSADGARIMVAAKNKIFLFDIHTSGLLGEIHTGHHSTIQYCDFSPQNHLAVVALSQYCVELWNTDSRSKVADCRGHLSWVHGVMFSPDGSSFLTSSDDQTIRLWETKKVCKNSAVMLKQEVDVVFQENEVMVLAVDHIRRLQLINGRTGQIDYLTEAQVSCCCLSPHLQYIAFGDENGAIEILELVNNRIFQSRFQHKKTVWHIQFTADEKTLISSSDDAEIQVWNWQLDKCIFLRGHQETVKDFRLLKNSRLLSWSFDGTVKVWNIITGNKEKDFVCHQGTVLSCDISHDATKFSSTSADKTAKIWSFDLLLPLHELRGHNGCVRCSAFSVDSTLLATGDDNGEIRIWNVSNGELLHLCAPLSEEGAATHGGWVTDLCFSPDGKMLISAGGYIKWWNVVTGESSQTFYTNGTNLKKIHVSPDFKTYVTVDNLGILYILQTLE
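Material: reconstituted apoptosome with Apaf-1, cytochrome c, caspase-9, procaspase-3, dATP. Technique: Rh110 fluorescence intensity. Buffer or medium: pH 7.5 Hepes buffer with CHAPS, BSA, DTT. Times: 30 min plus 50 min, RT.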
UBC13 inh: UBC13 polyubiquitin chain formation inhibitors, primary screen, biochemical, TR-FRET, uHTS; Ubiquitin-conjugating enzyme E2 N (Homo sapiens), P61088; inhibition, % at 20 µM; 0.47% of 330,000 active; in the data active = inhibition above about 45%, passing the limit was not always enough
APOBEC3G inh: APOBEC3G DNA deaminase inhibitors, primary screen, biochemical, fluorescence, single-stranded DNA substrate, uHTS; recombinant A3G, ssDNA deamination FAM/TAMRA fluorescence; DNA dC->dU-editing enzyme APOBEC-3G (Homo sapiens), Q9HC16; 0.28% of 330,000 active; inhibition, % at 20 µM;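 active = inhibition of at least 40% at 20 µM, with no more than 30% in the related APOBEC3A deaminase screen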;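 also: plate controls were DMSO wells with A3G for no effect and wells lacking A3G enzyme for full effect; some compounds called inactive have numbers as strong as hits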
SENP1 inh: human SENP1 catalytic domain inhibitors, primary screen, biochemical, FRET, uHTS. Sentrin-specific protease 1 (Homo sapiens), Q9P0U3. 0.21% of 360,000 active. inhibition, % at 10 µM. AID 624204, 2012. recombinant SENP1 catalytic domain, CyPet-SUMO1-YPet FRET cleavage;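 active = inhibition at least 30% at 10 µM, raw YFP signal under a set limit, fluorescence ratio 0.5 to 1.5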;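 also: 0% = enzyme with DMSO and 100% = no enzyme wells; some results filed as inactive read as strong as hits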
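System: Recombinant human SENP1 catalytic domain, His6-tagged | Incubation: Enzyme reaction for 50 min at room temperature, dark | Medium: Tris pH 8 with BME, BSA, NP40 and catalase | Also added: 25 nM SUMO1 FRET substrate | Compound: 10 µM single point, 0.5% DMSO | Measured by: FRET fluorescence in CFP and YFP emission channels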
Starred values were filed as active, the others as inactive; x = no result given.

SMILES	SENP7 block	SENP8 block-1	SENP8 block-2	SENP6 inh	Apaf-1 inh	UBC13 inh	APOBEC3G inh	SENP1 inh
O=S(=O)(N1CCOCC1)n1c(Cc2ccccc2)nc2ccccc21	1	24	6	15	-13	15	-5	1
Cc1ccccc1N1CCN(S(=O)(=O)C[C@]23CCC(CC2NC(=O)[C@@H](N)CCS(C)(=O)=O)C3(C)C)CC1 (stereo partly specified)	-4	14	5	-6	8	23	-8	1
COC(=O)c1cc(S(=O)(=O)Nc2cccc(-c3cnco3)c2)oc1C	-2	9	16	11	-1	2	-8	0
COc1cc(/C=C2\N=C(C)OC2=O)cc(OC)c1OC	-1	4	-10	11	-1	-3	-7	2
COc1cccc(C(=O)N/N=C(/CCC(=O)O)c2ccccc2)c1	1	8	6	-4	-6	-11	-8	1
CC(=O)Nc1ccc(S(=O)(=O)NNC(=O)c2cccc(Cl)c2)cc1	0	7	8	1	-6	-1	76*	1
COC(=O)C1=C(C)NC(=O)NC1c1ccc2c(c1)OCO2 (stereo unspecified)	-3	-3	18	-27	-14	2	-5	5
CN(C)CCNC(=O)c1ccc(COCC(F)(F)F)cc1	-4	-9	15	0	-17	7	-6	2
COc1ccccc1NC(=S)N=Nc1c(O)[nH]c2ccc(Br)cc12	1	0	17	3	-16	-18	-1	5
CCCSc1cc(Cl)nc(N)n1	-6	-7	33	-10	6	-1	-4	-5
O=C(CCCn1c(SCC(=O)NCC2CCCO2)nc2ccccc2c1=O)NCC1CCCO1 (stereo unspecified)	10	-1	15	14	-9	-1	-5	4
CC(C)=CCc1c(-c2ccc(O)cc2O)oc2cc3c(c(O)c2c1=O)C=CC(C)(C)O3	-5	3	x	-9	-1	50*	-1	x
Cc1ccccc1NC(=O)C1CCCN(C(=O)Nc2ccc(F)cc2)C1 (stereo unspecified)	-4	-1	5	-10	-2	-2	-4	-1
CCN1CCN(c2cc(C)c3cc(NC(=O)c4cc(OC)cc(OC)c4)ccc3n2)CC1	6	1	-93	-15	0	14	-1	-4
C=CCn1c(=NC(=O)C2COc3ccccc3O2)sc2cccc(OC)c21 (stereo unspecified)	-2	-2	-118	-18	15	3	-6	-5

Arranged by the number under SENP7 block (rising): some entries from above.
molecule | SENP7 block
Cc1ccccc1NC(=O)C1CCCN(C(=O)Nc2ccc(F)cc2)C1 (stereo unspecified) | -4
COC(=O)c1cc(S(=O)(=O)Nc2cccc(-c3cnco3)c2)oc1C | -2
COc1cccc(C(=O)N/N=C(/CCC(=O)O)c2ccccc2)c1 | 1

(continued)
SMILES	SENP7 block	SENP8 block-1	SENP8 block-2	SENP6 inh	Apaf-1 inh	UBC13 inh	APOBEC3G inh	SENP1 inh
COc1cc(OC)c(C2=NOC(C(=O)N3CCc4ccccc4C3)C2)cc1Cl (stereo unspecified)	-9	2	3	0	6	12	-2	0
Cc1csc(SCC(=O)NCc2cccc(Cl)c2)n1	0	1	7	-9	-4	6	-3	-2
CC12CCC(C(=O)Nc3nc4ccccc4s3)(OC1=O)C2(C)C (stereo unspecified)	-2	-10	11	-13	7	3	-10	0
Cc1ccc(NC(=O)CSc2nnc(N)s2)cc1S(=O)(=O)N1CCOCC1	-9	2	5	-3	-3	-4	-10	0
O=C(O)CSCC(=O)N1CCN(S(=O)(=O)c2ccccc2)CC1	-7	-6	8	-40	-3	1	-16	-2
COc1cc(C(=O)NCCOc2ccccc2)cc(OC)c1OC	-5	-10	12	-12	-1	1	-6	0
CSc1nnc(-c2cnccn2)n1CCCN1CCCC1=O	7	9	10	-1	6	-1	2	0
CCCc1ccc(Oc2c(-c3ccc(O)c(C)c3O)n[nH]c2C)cc1	11	-5	16	0	-1	16	-8	0
CC(C(=O)N1CCN(c2ccccc2)CC1)N1C(=O)C2CC=CCC2C1=O (stereo unspecified)	7	12	12	16	-3	1	-4	1
COC(=O)c1cccc(C(=O)N2CCC(CO)(CCc3ccccc3)CC2)c1	0	-1	10	7	7	-6	-5	0
CCOc1ccc2[nH]c(=O)c(C(c3nnnn3Cc3ccco3)N3CCCC(C)C3)cc2c1 (stereo unspecified)	-2	0	-262	-26	16	-8	-4	-11
O=c1c2ccccc2cnn1-c1ccc(Cl)nn1	-5	-7	-1	5	-8	5	-7	0
CSCCC(NS(=O)(=O)c1ccc(Cl)cc1)C(=O)OCc1c(Cl)cccc1Cl (stereo unspecified)	1	-4	8	3	8	14	-3	3
COc1ccc(C2(O)CN(c3ccccc3)C3=[N+]2CCS3)cc1OC (stereo unspecified)	-9	-3	2	-8	2	-19	-4	-1
CCC(CC)NC(=O)COC(=O)c1cccc(C)c1O	12	7	-7	4	11	-4	-1	3

Some of these compounds in order of length of the SMILES, falling.
SMILES	SENP7 block	SENP8 block-1	SENP8 block-2	SENP6 inh	Apaf-1 inh	UBC13 inh	APOBEC3G inh	SENP1 inh
Cc1ccc(NC(=O)CSc2nnc(N)s2)cc1S(=O)(=O)N1CCOCC1	-9	2	5	-3	-3	-4	-10	0
CCCc1ccc(Oc2c(-c3ccc(O)c(C)c3O)n[nH]c2C)cc1	11	-5	16	0	-1	16	-8	0
O=C(O)CSCC(=O)N1CCN(S(=O)(=O)c2ccccc2)CC1	-7	-6	8	-40	-3	1	-16	-2

Look-ups from the results shown.
CCOc1ccc2[nH]c(=O)c(C(c3nnnn3Cc3ccco3)N3CCCC(C)C3)cc2c1 (stereo unspecified) in SENP7 block reads -2
Cc1csc(SCC(=O)NCc2cccc(Cl)c2)n1 in Apaf-1 inh reads -4

The list continues:
SMILES	SENP7 block	SENP8 block-1	SENP8 block-2	SENP6 inh	Apaf-1 inh	UBC13 inh	APOBEC3G inh	SENP1 inh
c1cc2c(cc1-n1cnnn1)OCO2	-9	3	10	-8	-4	18	-4	4
CCCn1c(N)c(C(=O)CN2CCN(S(=O)(=O)c3cccs3)CC2)c(=O)[nH]c1=O	-14	-1	2	-5	2	-2	-2	-2
Cc1cccc(NC(=O)CCc2nnc3ccc(NCc4ccco4)nn23)n1	5	-2	-2	3	-9	2	5	-10
CCOC(=O)N1CCN(c2cc(N3CCOCC3)c(F)cc2[N+](=O)[O-])CC1	-17	-5	16	-11	2	-29	-14	3
CC(=O)Nc1ccc(-c2csc(NC(=O)Cc3cccc(F)c3)n2)cc1	-1	1	-6	-2	5	-3	-2	-7
Nc1nc(NC(=O)c2ccccc2Cl)nn1-c1ccccc1	-1	1	21	-5	-20	-1	-6	3
CN1CCN(c2ccccc2/C=C2/C(=O)Nc3ccccc32)CC1	8	4	19	3	2	1	-2	12
CSc1ccccc1NC(=O)c1cc(C2CC2)on1	20	28	-6	52*	8	-3	1	0
COc1ccc(Cl)cc1NC(=O)Cc1c(F)cccc1Cl	-24	-13	18	1	-2	18	-8	5
CCOc1ccc(NC(=S)N2c3ccccc3CC2C)cc1 (stereo unspecified)	0	2	22	-6	2	0	-8	-5
O=C(CCc1nc2ccccc2c(=O)[nH]1)NCCN1C(=O)S/C(=C\c2ccccc2Cl)C1=O	-6	3	-3	1	9	14	-1	-4
COc1ccc(CN2CCC(=O)N(CCO)CC2)cc1OC	-1	-2	9	8	-8	-2	-8	2
O=C(COC(=O)/C=C/c1ccco1)Nc1ncc(Cl)cc1Cl	-2	1	-19	-5	-14	2	3	-5
COc1cccc(C2/C(=C(/O)c3ccc(C)cc3)C(=O)C(=O)N2Cc2ccco2)c1 (stereo unspecified)	8	-9	-7	-3	10	-13	-2	1
C/C(=C\c1ccccc1)C(=O)NCCN1CCOCC1	2	1	17	-4	18	-8	6	0
CO/N=C/c1ccc(N2CCN(C(=O)c3ccc(F)cc3)CC2)c([N+](=O)[O-])c1	-3	9	28	2	8	-17	-8	-1
CN(C)c1ccc(/C=N/NC(=O)c2sccc2-n2cccc2)cc1	0	6	-49	-17	8	3	-5	10
O=C(Nc1ccccc1[N+](=O)[O-])c1cncc(Br)c1	3	-14	7	-17	-4	7	-5	0
CCCCNS(=O)(=O)c1ccc(OC)c(Cl)c1Cl	-4	0	11	-7	13	7	-3	0
COC(=O)C1=C(C(=O)OC)[N+]2=C3N(C(=O)NC2(C)C)[C@H](CO)C[C@@]32c3ccccc3N(Cc3ccccc3)[C@@H]12	0	1	10	1	15	5	0	-3
Cn1ncc2c(=O)n(CC(=O)NC34CC5CC(CC(C5)C3)C4)cnc21	-3	-12	14	-19	-3	4	-10	0
COC(=O)CCC(=O)Nc1ccc(Cl)c(Cl)c1	-4	-12	-4	-8	0	2	-7	2
Cc1ccc(NC(=O)CCN2C(=O)C3CCCCC3C2=O)cc1[N+](=O)[O-] (stereo unspecified)	-13	-4	13	-10	4	-2	-12	0
CCn1c(NC(=O)c2ccccc2)nc2ccccc21	-6	-15	-42	-11	-6	14	-6	3
CCCn1c(=N)c(S(=O)(=O)c2ccc(F)cc2)cc2c(=O)n3cccc(C)c3nc21	6	-8	-112	10	11	-2	-4	-26
O=c1c2ccccc2c(C=NC2CCS(=O)(=O)C2)c(O)n1-c1ccccc1 (stereo unspecified)	-1	-6	21	-9	3	-12	-2	-3
Cc1ccc(C(=O)OCC(=O)N2CC(C)CC(C)C2)cc1S(=O)(=O)N1CCCCC1 (stereo unspecified)	1	5	-4	5	19	-1	-12	1
Cc1cnc(NC(=O)CN2CCN(c3ccccc3F)CC2)s1	1	-3	11	7	-5	-1	-5	3
CN(CC(=O)Nc1ccc(F)cc1)CC(=O)N(C)C1(C#N)CCCCC1	-4	3	15	-28	9	18	-6	-1
O=S(=O)(NCCOCC(F)(F)F)c1ccc2oc3ccccc3c2c1	5	-1	24	-19	18	-2	-1	1
COc1cc(OC)cc(OC(=O)C2CCN(S(=O)(=O)c3ccc(OC)c(OC)c3)CC2)c1	-2	-6	8	-6	17	1	4	2

Structures above with an aryl thioether with sulfur outside any ring:
SMILES	SENP7 block	SENP8 block-1	SENP8 block-2	SENP6 inh	Apaf-1 inh	UBC13 inh	APOBEC3G inh	SENP1 inh
CCCSc1cc(Cl)nc(N)n1	-6	-7	33	-10	6	-1	-4	-5
O=C(CCCn1c(SCC(=O)NCC2CCCO2)nc2ccccc2c1=O)NCC1CCCO1 (stereo unspecified)	10	-1	15	14	-9	-1	-5	4
Cc1csc(SCC(=O)NCc2cccc(Cl)c2)n1	0	1	7	-9	-4	6	-3	-2
Cc1ccc(NC(=O)CSc2nnc(N)s2)cc1S(=O)(=O)N1CCOCC1	-9	2	5	-3	-3	-4	-10	0
CSc1nnc(-c2cnccn2)n1CCCN1CCCC1=O	7	9	10	-1	6	-1	2	0
CSc1ccccc1NC(=O)c1cc(C2CC2)on1	20	28	-6	52*	8	-3	1	0
